# E coli WT exp – blocks growth of wild type E. coli BW25113; OD600 absorbance; growth inhibition, % at 100 µM; 0.15% of 98,000 active;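 active means growth inhibition above about 50% at one test dose, limit read from the data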;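 further: growth measured after 20 h incubation at 37 °C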
# PostGolgi ctrl – inhibits growth of the yeast control strain; inhibition, % at 10 µM; 5% of 98,000 active; AID 738; efflux-deficient yeast background strain, growth absorbance A615, 16 h
# PostGolgi yeast – growth inhibition of a yeast mutant, post-Golgi transport screen; post-Golgi transport phenotypic cell assay; inhibition, % at 10 µM; 0.9% of 98,000 active; AID 739;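 further: yeast cells grown in 1536-well plates; yeast grown about 18 h at 30C before absorbance read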
# PTK2B oligo ant – antagonists of human Pyk2 oligomerization. 0.83% of 99,000 active. Q293 cells, Pyk2 FERM NanoBiT luminescence; stronger effect = lower value. z-score (the deposit names both 25 µM and 10 µM);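 active means Z-score of -3 or lower, scaled per plate to the spread of control and sample wells; inactive means z-score above -3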;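 further: negative z-score means lost luminescence so less FERM oligomerization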
# Target sequence (Q14289 whole entry, looked up): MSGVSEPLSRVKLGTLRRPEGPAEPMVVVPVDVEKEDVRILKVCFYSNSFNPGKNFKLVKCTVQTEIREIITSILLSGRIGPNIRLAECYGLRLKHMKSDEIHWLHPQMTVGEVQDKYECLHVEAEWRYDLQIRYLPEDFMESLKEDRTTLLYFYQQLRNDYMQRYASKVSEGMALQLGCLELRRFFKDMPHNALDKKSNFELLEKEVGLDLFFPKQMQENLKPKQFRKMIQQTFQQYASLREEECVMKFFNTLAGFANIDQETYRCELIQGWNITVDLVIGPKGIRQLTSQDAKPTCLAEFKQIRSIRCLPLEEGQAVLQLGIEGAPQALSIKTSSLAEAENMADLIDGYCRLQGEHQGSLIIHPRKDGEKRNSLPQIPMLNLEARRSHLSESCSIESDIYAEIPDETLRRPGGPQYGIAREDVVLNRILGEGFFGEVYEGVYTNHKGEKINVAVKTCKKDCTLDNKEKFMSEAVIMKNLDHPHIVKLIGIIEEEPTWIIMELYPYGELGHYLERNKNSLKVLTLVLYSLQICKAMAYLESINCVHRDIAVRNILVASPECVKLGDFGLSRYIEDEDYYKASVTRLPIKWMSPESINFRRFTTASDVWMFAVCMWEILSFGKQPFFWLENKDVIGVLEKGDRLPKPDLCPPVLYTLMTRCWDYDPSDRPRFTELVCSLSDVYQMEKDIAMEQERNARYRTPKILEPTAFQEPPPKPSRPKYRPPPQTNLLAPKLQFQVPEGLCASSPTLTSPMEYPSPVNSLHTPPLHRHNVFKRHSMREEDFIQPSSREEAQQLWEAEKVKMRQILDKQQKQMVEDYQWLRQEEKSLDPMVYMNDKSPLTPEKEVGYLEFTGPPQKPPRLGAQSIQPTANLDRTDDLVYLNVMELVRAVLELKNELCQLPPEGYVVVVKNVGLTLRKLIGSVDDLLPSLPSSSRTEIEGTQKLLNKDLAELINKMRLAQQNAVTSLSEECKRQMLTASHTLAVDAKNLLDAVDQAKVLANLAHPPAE
# CYP2C9 act – increases human cytochrome P450 2C9 activity; activation factor at 5 µM; 1.4% of 96,000 active; P11712; AID 1024; recombinant CYP2C9, luciferin-H conversion, luminescence; stronger effect = higher value; factor 1 = untreated enzyme, 0 = blocked;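 active means activation factor of 2 or more for CYP2C9 at a 5 µM dose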;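 further: 0 = sulfaphenazole-blocked wells and 1 = vehicle-only wells; values of inactives mirror those of a sister screen read the other way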
# CYP2C9 inhib – inhibitors of human CYP2C9 | P11712 | CYP2C9 Supersomes, luciferin-H conversion, luminescence | inhibition, % at 5 µM | 20% of 96,000 active | AID 777;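 active means blocking of liver enzyme CYP2C9 beyond about 50% at 5 µM, limit read from the data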; further: values of inactives mirror those of a sister screen read the other way
# LYP act – LYP (human) phosphatase activation | Q9Y2R2 | recombinant LYP, DiFMUP fluorescence; 0 = plate median, 100 = signal doubled | activation, % at 2 µM | 0.11% of 96,000 active | AID 697;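 active means activation at 2 µM above a set limit, the mean plus 5 SD, cut at about 37% in these data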
# DAT uptake mod – human DAT dopamine uptake with cocaine, either direction | AID 449768 | Q01959 | LLC-PK1 hDAT cells, [14C]-dopamine uptake with cocaine IC80; actives deviate in either direction | 1.3% of 110,000 active | B-score at 10 µM;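 active means Z score or B-score, a plate-position-corrected score, falls beyond the plate's 99.7% confidence bounds, in either direction; inactive means both scores lie inside the 99.7% bounds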;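 further: scored against the spread of the other compound wells on the same plate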
# PTPN22 inh 2 – blocks human PTPN22 phosphatase activity; Q9Y2R2; recombinant LYP catalytic domain, DiFMUP fluorescence; inhibition, % at 2 µM; 0.21% of 96,000 active; AID 640;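 active means inhibition at 2 µM at or above a set limit, the screen mean plus 3 SD, cut at about 24% in these data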;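 further: 0% = DMSO with enzyme and 100% = enzyme fully blocked by orthovanadate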
# * hit, by the source's call; . = not tested or not shown. Unless noted, no stated cut-off is given here; in the data, active means inhibition above about 30%; inactive means the rest.
# Under each structure – E coli WT exp, PostGolgi ctrl, PostGolgi yeast, PTK2B oligo ant, CYP2C9 act, CYP2C9 inhib, LYP act, DAT uptake mod, PTPN22 inh 2
CC1=[N+]([O-])C(N2CCOCC2)C(O)(c2ccccc2)C1 (centres undefined)
  2, 2, 4, -0.5, 1, -4, 4, 0.55, -4
CCOC(=O)C1=C(Cn2cnc3ccccc32)NC(=O)NC1c1ccc(Cl)cc1 (centres undefined)
  -6, 6, -4, -0.43, 0.8, 19, 14, -0.011, -13
O=C(CSc1nc(N2CCCCC2)nc(N2CCCCC2)n1)Nc1nccs1
  0, -6, -2, -0.23, 0.3, 67*, -10, 0.65, 10
Cc1ccnc(NC(=O)CCC(=O)N(CC(=O)NC2CCCCC2)c2cccc(C)c2C)c1
  -8, 0, -1, -1.6, 0.4, 56*, -8, -0.11, 7
COc1cc(OC)c(OC)cc1/C=N/NC(=O)CC1C(=O)NN=C1C (centres undefined)
  -5, 3, -8, 0.25, 1.1, -9, 3, ., -5
CC1(C)SC(=S)N(NC(=O)Nc2ccccc2)C1N(O)C(=O)Nc1ccccc1 (centres undefined)
  3, -7, 15, -0.8, 0.6, 42, 4, -0.65, 1
N#Cc1cn(CC(=O)N2CCc3ccccc3C2)c2ccccc12
  ., ., ., -0.9, ., ., 2, -0.02, -1
Cn1ncc(C#N)c1/N=C/N1CCOCC1
  7, 7, 5, -0.58, 1.1, -13, 3, 0.24, -6
CN(C)c1nc(Oc2ccc(=O)[nH]n2)nc(N2CCOCC2)n1
  3, 2, 1, 0.02, 1, 3, 19, 0.49, -16
COc1cccc(CN2CCN(c3ncccn3)CC2)c1
  5, 7, 3, 0.21, 0.9, 10, -4, 0.93, 2
COc1ccc(NC2CS(=O)(=O)CC2OC(=O)c2ccc(F)cc2)cc1 (centres undefined)
  5, 17, 6, 0.16, 1, 0, -3, 0.0068, 0
O=C(CN1CCCN(S(=O)(=O)c2ccc(Br)s2)CC1)Nc1ccc(Cl)cc1
  -9, 65*, 14, -0.19, 1.2, -22, -7, -0.47, 10
CCOC(=O)c1sc(C)c2c1NC1(CCCCCC1)NC2=O
  3, 19, 2, -0.17, 0.9, 6, 9, 0.17, -9
CCOC(=O)Cc1csc(NC(=O)c2cccc(OC)c2)n1
  7, -2, -7, -0.39, 0.3, 65*, 2, 0.42, -4
COc1ccc(NC2=CC(=O)CC(C)(C)C2)cc1OC
  1, 2, -11, -0.79, 0.9, 6, -1, 0.42, 0

# In another format: results already given.
SMILES	E coli WT exp	PostGolgi ctrl	PostGolgi yeast	PTK2B oligo ant	CYP2C9 act	CYP2C9 inhib	LYP act	DAT uptake mod	PTPN22 inh 2
CC1=[N+]([O-])C(N2CCOCC2)C(O)(c2ccccc2)C1 (centres undefined)	2	2	4	-0.5	1	-4	4	0.55	-4
CCOC(=O)C1=C(Cn2cnc3ccccc32)NC(=O)NC1c1ccc(Cl)cc1 (centres undefined)	-6	6	-4	-0.43	0.8	19	14	-0.011	-13

# Further entries:
# Under each structure – E coli WT exp, PostGolgi ctrl, PostGolgi yeast, PTK2B oligo ant, CYP2C9 act, CYP2C9 inhib, LYP act, DAT uptake mod, PTPN22 inh 2
FC(F)(F)C(Oc1nc(NC2CCCCC2)nc(N2CCOCC2)n1)C(F)(F)F
  -4, 22, -7, 0.14, 0.7, 27, -12, -1.3, 12
Fc1ccc(Nc2nc(Oc3ccccc3F)nc(N3CCCC3)n2)cc1
  -4, 11, -4, -1.4, 0.6, 39, 8, -1.6, -7
Cc1ccc(S(=O)(=O)c2nc(NC3CCS(=O)(=O)C3)sc2Cl)cc1 (centres undefined)
  6, -5, -15, -0.51, 1, 1, 7, 1.5, -8
O=C(COc1ccccc1)Nc1ncccn1
  6, 2, -3, -0.48, 0.5, 47, -7, -0.18, 6
CSc1nc(N(C)NC(=O)c2ccc(F)cc2)c2ccccc2n1
  1, 5, 1, 0.12, 0.7, 27, 4, 0.072, 0
CCn1c(COc2ccccc2C)nnc1SCC(=O)N1CCC(C)CC1
  2, -10, -7, 0.04, 1.1, -12, 7, 0.78, -6
COCCN1Cc2cccc(C(=O)Nc3c(C)cc(C)cc3C)c2C1=O
  5, 4, -3, 0.48, 0.7, 31, -1, 0.68, -2
Cc1ccc(NC(=O)c2ccccc2CCc2ccccc2)c(C)c1
  -6, 5, 10, -0.07, 0.7, 25, 0, 0.13, 5
Cn1c(=O)[nH]c(=O)c2c1nc(N1CCCC1)n2CC(O)COc1ccccc1 (centres undefined)
  3, 3, -5, ., 1.1, -14, 6, 0.49, -9
O=C(CN1C(=O)NC(Cc2ccccc2)C1=O)NC(=O)NC1CCCCC1 (centres undefined)
  3, 6, 9, -1.3, 0.9, 10, 16, -0.32, -20
COC(=O)c1c(NC(=O)C2CC=CCC2C(=O)O)sc(C)c1C (centres undefined)
  3, -5, 3, 0.87, 0.3, 71*, -2, 1.4, 1
Cc1ccc(CNC(=O)c2ccc([N+](=O)[O-])o2)cc1
  35, 14, 0, -0.01, 0.9, 6, 1, 0.62, 4
Cc1cnc(C(=O)OCC(=O)Nc2oc(-c3ccccc3)c(-c3ccccc3)c2C#N)cn1
  -3, 3, -1, -1.8, 0.4, 62*, -1, 0.5, -1
O=C(O)c1cc2nc(-c3ccccc3)cc(C(F)(F)F)n2n1
  -9, -4, 0, -0.25, 1.1, -9, -1, 0.027, -1
CCCn1nc(C(=O)NCc2ccccn2)c2ccccc2c1=O
  -7, 1, 24, 0.89, 0.5, 45, -8, -0.092, 7

# Records listed above that bear a hit mark in PostGolgi ctrl.
Structure	PostGolgi ctrl	PTK2B oligo ant	CYP2C9 act	CYP2C9 inhib	LYP act	DAT uptake mod	PTPN22 inh 2
O=C(CN1CCCN(S(=O)(=O)c2ccc(Br)s2)CC1)Nc1ccc(Cl)cc1	65*	-0.19	1.2	-22	-7	-0.47	10

# (continued)
# Key to letters: A = E coli WT exp; B = PostGolgi ctrl; C = PostGolgi yeast; D = PTK2B oligo ant; E = CYP2C9 act; F = CYP2C9 inhib; G = LYP act; H = DAT uptake mod; I = PTPN22 inh 2
compound: COC(=O)c1oc2ccc(Cl)cc2c1N
  A = -1	B = 3	C = 4	D = 0.31	E = 0.9	F = 13	G = -4	H = -0.79	I = 3
compound: Cc1ccc(OCC(=O)N/N=C/C=C/c2ccco2)cc1
  A = -6	B = 10	C = 1	D = -0.47	E = 0.7	F = 33	G = 4	H = -0.068	I = -1
compound: Cc1c(NC(=O)C(C)Oc2ncnc3ccccc23)c(=O)n(-c2ccccc2)n1C (centres undefined)
  A = 1	B = -2	C = 1	D = 0.27	E = 1.1	F = -13	G = -4	H = 0.089	I = 6
compound: CC/C(=C\C(=O)c1ccncc1)Nc1ccc(Br)cc1
  A = 8	B = 37*	C = 34*	D = -0.55	E = 0.1	F = 89*	G = -5	H = 0.098	I = 6
compound: CCOC(=O)c1sc(NC(=O)CSc2nc3c(c(-c4ccc(OC)cc4)c2C#N)CCCC3)c(C#N)c1C
  A = -7	B = -5	C = -7	D = 0.16	E = 0.4	F = 64*	G = -4	H = -0.075	I = 0
compound: Cc1cccc(-n2c(-c3ccco3)nc3nc4ccccc4nc32)c1
  A = -3	B = 1	C = -12	D = .	E = 1	F = -2	G = -2	H = .	I = 0
compound: COC(=O)C1=NN(c2ccccc2)C2(S1)SC(C(C)=O)=C(C)N2c1ccccc1 (centres undefined)
  A = 4	B = 20	C = 9	D = 0.3	E = 0.4	F = 58*	G = 2	H = -0.54	I = 1
compound: CC(C)N(C(=O)CSc1nc2ccccc2n1-c1ccccc1)C(C)C
  A = 3	B = 28	C = 15	D = -0.79	E = .	F = .	G = -3	H = 1.1	I = 5
compound: CCOC(=O)C1CCN(c2ncnc3c2[nH]c2cccc(OC)c23)CC1
  A = 0	B = 13	C = -1	D = -0.51	E = 0.5	F = 51*	G = 5	H = 1.2	I = -8
compound: CNC(=S)NNC(=O)Cc1ccc(OC)c(OC)c1
  A = -14	B = 3	C = 0	D = 0.4	E = 1.2	F = -20	G = 13	H = 0.48	I = -11
compound: Cc1nc2ccccc2n1C(=O)c1cc(-c2ccc(Br)cc2)nc2ccccc12
  A = -9	B = 5	C = 0	D = 0.73	E = 0.2	F = 79*	G = 1	H = 0.99	I = -4
compound: O=C(Nc1ncn[nH]1)c1ccc(Cl)c(S(=O)(=O)N2CCCCCC2)c1
  A = -20	B = 3	C = -5	D = 0.41	E = 1	F = 2	G = -2	H = -0.43	I = 0
compound: Cc1ccc(S(=O)(=O)N2CCN(c3nc(C)c4c(c3C#N)CC(C)(C)OC4)CC2)cc1
  A = -15	B = 18	C = 5	D = -1.4	E = 0.2	F = 83*	G = .	H = 0.59	I = .
compound: Cc1cc(C)c2oc(-c3ccc(C)c(NC(=S)NC(=O)c4cccs4)c3)nc2c1
  A = 6	B = 5	C = -1	D = -3.7*	E = 0.7	F = 26	G = -1	H = 0.4	I = 5
compound: COc1cccc(NC(=O)C(=O)N/N=C/c2cc(C)n(-c3ccc(Cl)c(Cl)c3)c2C)c1
  A = -25	B = -7	C = -2	D = 0.32	E = 0.7	F = 30	G = 2	H = -4.8*	I = -2
compound: CNS(=O)(=O)c1cc(O)c2c(S(=O)(=O)NC)cccc2c1
  A = 0	B = -3	C = -3	D = 0.7	E = 0.8	F = 24	G = .	H = -0.046	I = .
compound: COCCNc1c2c(nc3c(-c4ccccc4)c(C)nn13)CCCC2
  A = 3	B = 18	C = 0	D = -1.7	E = 0.8	F = 23	G = 0	H = 0.85	I = 2
compound: Cc1cccn2c(=O)c3cc(C(=O)NC4CCCC4)c(=N)n(C4CCCC4)c3nc12
  A = 12	B = 9	C = -3	D = -1	E = 0.6	F = 39	G = .	H = 0.34	I = .
compound: CCCCOC(=O)CNc1nnc(SCC(=O)OCC)[nH]c1=O
  A = 4	B = 3	C = 3	D = -0.41	E = 1	F = 1	G = 8	H = 1.3	I = -11

# 5 of these compounds, set out differently.
Molecule	E coli WT exp	PostGolgi ctrl	PostGolgi yeast	PTK2B oligo ant	CYP2C9 act	CYP2C9 inhib	LYP act	DAT uptake mod	PTPN22 inh 2
Cc1cc(C)c2oc(-c3ccc(C)c(NC(=S)NC(=O)c4cccs4)c3)nc2c1	6	5	-1	-3.7*	0.7	26	-1	0.4	5
CCn1c(COc2ccccc2C)nnc1SCC(=O)N1CCC(C)CC1	2	-10	-7	0.04	1.1	-12	7	0.78	-6
CCOC(=O)c1sc(C)c2c1NC1(CCCCCC1)NC2=O	3	19	2	-0.17	0.9	6	9	0.17	-9
Cc1ccc(NC(=O)c2ccccc2CCc2ccccc2)c(C)c1	-6	5	10	-0.07	0.7	25	0	0.13	5
CC1=[N+]([O-])C(N2CCOCC2)C(O)(c2ccccc2)C1 (centres undefined)	2	2	4	-0.5	1	-4	4	0.55	-4
